# AmpC detergent – qHTS Inhibitors of AmpC Beta-Lactamase (assay with detergent) | Potency, µM (series often up to 114 µM), without a hit: top-dose activity change, negative = inhibition, usual class: inhibitors | AmpC hydrolysis of nitrocefin, absorbance 480 nm, 0.01% Triton | actives 0.041% (n = 370,000) | P00811 | AID 485294, 2010;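 further: potency means the concentration at half of the fitted maximal effect; 0% = no-compound wells and -100% = no-enzyme wells; nearly all actives have a fitted effect of over 25% in size; some results filed as inactive show a strong effect at the top dose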
# Target sequence (P00811 whole entry, looked up): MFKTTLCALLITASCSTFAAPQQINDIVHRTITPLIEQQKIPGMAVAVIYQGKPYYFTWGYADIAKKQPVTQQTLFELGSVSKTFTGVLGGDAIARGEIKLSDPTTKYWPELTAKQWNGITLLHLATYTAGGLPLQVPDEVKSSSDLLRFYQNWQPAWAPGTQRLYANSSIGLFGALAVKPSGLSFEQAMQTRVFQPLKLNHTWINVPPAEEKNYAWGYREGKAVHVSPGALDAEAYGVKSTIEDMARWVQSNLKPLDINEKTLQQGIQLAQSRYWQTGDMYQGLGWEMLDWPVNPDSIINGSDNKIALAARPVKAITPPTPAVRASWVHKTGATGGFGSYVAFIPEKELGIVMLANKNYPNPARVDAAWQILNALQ
#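 20 mM phosphate pH 7.0 + 0.01% (detergent screen) or 0.0001% Triton X-100; 5.3 nM AmpC reagent; cpd preinc 15 min RT; nitrocefin (800 uM stock) to start; A480 q20 s × 4 min; Activity was normalised to no-enzyme and no-compound control wells.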
# HCV inh – qHTS Assay for Inhibitors of Hepatitis C Virus (HCV); Huh7.5.1 HCVcc-Cre infection, luciferase reporter, 44 h; Potency, µM (highest dose often 41.8 µM), for inactives: top-dose activity change, negative = inhibition, usual class: inhibitors; actives 3.4% (n = 340,000); further: potency means the concentration at half of the fitted maximal effect
#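 Cells seeded at 1,000/well and cultured 4 h, then compounds added followed by HCVcc-Cre virus (~0.5 moi). After 44 h further culture, luciferase substrate was added, plates held 15 min at room temperature, and luminescence read for 15 sec.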
# AMA1 RON2 block – qHTS for Inhibitors of AMA1-RON; Towards Development of Antimalarial Drug Lead: Primary Screen. Potency, µM (highest dose often 58.2 µM), for the others: at the highest dose activity change, negative = inhibition, usual class: inhibitors. AlphaScreen AMA1-biotinylated RON2 peptide binding. Plasmodium falciparum AMA1 (3D7) - RON2 peptide interaction. actives 0.2% (n = 360,000);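 further: potency means the concentration at half of the fitted maximal effect; 0% = vehicle wells and -100% = peptide control; nearly all actives have a fitted effect of over 45% in size; some results filed as inactive show a strong effect at the top dose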
#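 AMA1 (3D7) with his tag at 25 nM final met compounds first, then biotinylated RON2 peptide at 25 nM; detection used donor plus acceptor beads, 10 µg/mL apiece, read by AlphaScreen after 30 min at room temperature.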
# HCMV antiviral – qHTS Assay for inhibitors of the human cytomegalovirus (HCMV); HFF cells, HCMV-luciferase reporter, 72 h; stronger effect = lower value; activity change, negative = inhibition, % at 57.5 µM; actives 4.5% (n = 410,000); AID 1259415, 2018; in the data active means activity change below about -60%; inconclusive means no clear call, values can overlap the other calls; inactive means above about -39%
#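 Inhibition of viral replication was scored as loss of reporter luminescence in HFFs infected with HCMV-luciferase (MOI 1 PFU/cell) for 72 h; compounds tested at 2 doses, normalized to buffer and Salinomycin controls.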
# Giardia FBPA inh – qHTS Assay for Inhibitors of Fructose-1,6-bisphosphate Aldolase from Giardia Lamblia; purified Giardia FBPA; Potency, µM (series often up to 59.6 µM), inactives show top-dose activity, negative = inhibition, most hits filed as inhibitors; actives 0.71% (n = 290,000); further: potency means the concentration at half of the fitted maximal effect; nearly all actives have a fitted effect of over 55% in size
# Target sequence (A8B2U2 whole entry, looked up): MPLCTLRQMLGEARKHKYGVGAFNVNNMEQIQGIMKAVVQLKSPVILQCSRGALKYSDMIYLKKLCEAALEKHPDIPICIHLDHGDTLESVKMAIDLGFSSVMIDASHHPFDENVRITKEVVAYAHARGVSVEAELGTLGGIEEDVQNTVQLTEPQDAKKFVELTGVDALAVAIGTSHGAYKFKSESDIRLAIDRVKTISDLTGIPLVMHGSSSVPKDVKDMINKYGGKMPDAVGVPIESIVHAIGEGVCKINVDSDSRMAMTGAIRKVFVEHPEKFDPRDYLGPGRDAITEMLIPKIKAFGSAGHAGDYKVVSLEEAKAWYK
#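 Giardia FBPA (40 nM reagent) was preincubated 10 min at RT with compound (up to 57.5 uM final), then substrate plus GAPDH/TPI/NAD/arsenate coupling system with diaphorase/resazurin was added; resorufin fluorescence (525/598 nm) was read after 20 min.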
# Sm TGR inh – qHTS Assay for the Inhibitors of Schistosoma Mansoni Peroxiredoxins; Schistosoma mansoni thioredoxin glutathione reductase (TGR), Q962Y6; purified TGR, DTNB reduction, TNB absorbance 405 nm; actives 3% (n = 360,000); Potency, µM (titrated, usually from 114 µM), for the others: top-dose activity change, negative = inhibition, actives largely listed as inhibitors; AID 485364, 2010; further: potency means the concentration at half of the fitted maximal effect; nearly all actives have a fitted effect of over 60% in size
#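 First, TGR (20 nM dispensed) and NADPH were mixed with compound. Second, a 15 min room-temperature incubation followed. Third, further NADPH and then DTNB were added to start the reaction. Finally, TNB absorbance was monitored kinetically.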
# An asterisk follows results filed as active; ? = inconclusive; · = not tested or not shown; & = joins results of further samples; [ ] = remark or other dose. Unless noted, the call rests on the fitted dose curve; in most records, active means well fitted curve in the direction sought with a large enough effect; inconclusive means small, poorly fitted or top-dose-only effect, or another doubt; inactive means no such curve, though single readings can be large; an effect the other way counts as inactive or inconclusive. Unless noted, on the % scale 0 is the no-effect control and ±100 the full control effect. The order is random. About 9.3% of those tested had a hit in this group.
Compound	AMA1 RON2 block	HCV inh	HCMV antiviral	Giardia FBPA inh	AmpC detergent	Sm TGR inh
Cc1ccc(-c2nnc(N3CCCCC3)c3ccccc23)cc1	-4%	?	-61*	3%	1%	0%
O=C1c2ccccc2NC(c2ccccc2)N1NS(=O)(=O)c1ccccc1 (stereo not given)	1%	10%	-10	-6%	4%	?
CC1=C(c2ccc(Cl)cc2)S(=O)(=O)N=C1N1CCN(c2cc(C)ccc2C)CC1	·	·	9	·	17%	-2%
O=c1c2cn[nH]c2nc(SCc2ccccc2F)n1-c1ccc(Br)cc1	63%[activator]	?	-71*	-2%	?	0%
c1csc(C2=Nn3c(nnc3-c3ccncc3)SC2)c1	-1%	-16%	-81*	·	?	2%
CC(C)(C)c1cc(CCC(=O)N2CCNCC2)c(C(C)(C)C)cc1O	-5%	?	-2	8%	1%	-30%
CCCN1CCC(=NNC(=O)CSc2cc(C)c(Br)cc2C)CC1	44%[activator]	-7%	20	4%	-9%	-8%
O=C(COc1ccccc1[N+](=O)[O-])N1CCC(c2nc3ccccc3o2)CC1	·	·	-35	·	13%	4%
CCOC(=O)c1c(C)nc2ccc(C)cn12	2%	?	-17	0%	3%	5%
Cn1c(SCC(=O)N/N=C/c2ccccn2)nnc1-c1ccccc1	79%[activator]	21%	7	?	-2%	19%
CSc1nc(NC(C)(C)C)nc(N2CCOCC2)n1	3%	?	37	1%	-11%	2%
O=C(C[n+]1ccc2ccccc2c1)c1ccccc1	27%	6%	12	-7%	-6%	0%
O=C(NCCOc1ccccc1Cl)C(=O)NCCOc1ccccc1Cl	-3%	-2%	37	3%	-6%	18%
CCOC(=O)c1cc2c(c(CCO)n1)[C@@H](CCO)N(S(=O)C(C)(C)C)C2 (stereo not given in full)	4%	7%	18	·	·	·
Cc1nnc(-c2ccc(N3CCOCC3)c([N+](=O)[O-])c2)o1	0%	-7%	·	·	-6%	-5%
C/C(=N\OCC(=O)Nn1c(=O)[nH]c2ccccc2c1=O)c1ccccc1	-10%	2%	50	4%	1%	?
CCCCc1ccc(Nc2nc(N3CCOCC3)nc(N3CCOCC3)n2)cc1	-2%	?	?	?	?	8%
C=CCSc1nc(O)c(CC)c(=O)n1C(C)CC (stereo not given)	-9%	·	7	-8%	-12%	-2%
CCCCNC(=O)OCC(CC)NC(=O)OC(C)C (stereo not given)	2%	0%	18	12%	-14%	0%
Cc1cccc(C)c1NC(=O)c1oc2c(c1C)-c1nn(Cc3ccccc3)cc1CC2	·	·	-82*	·	-5%	6%
CCOC(=O)C1CCCN(Cc2ccccc2Cl)C1 (stereo not given)	-5%	8%	-40	-29%	-1%	20%
CC1CN(C(=O)N2CCC(C(=O)NCCCc3ccccc3)CC2)c2ccccc2O1 (stereo not given)	·	·	-2	·	-2%	-9%
CCOC(=O)C1CCN(C(=O)c2cccc(C(=O)N3CCC(C(=O)OCC)CC3)c2)CC1	-10%	1%	65	6%	?	5%
O=C(CCC(=O)N(CC(=O)NC1CCCCC1)c1ccc(F)cc1)Nc1ccccn1	21%	14%	18	1%	?	-4%
O=C(Nc1cccc(C(F)(F)F)c1)C1CCN(S(=O)(=O)c2ccc(N3CCCC3=O)cc2)CC1	4%	6.3µM*	-66*	·	2%	15%
NC(=O)C1CCCN(C(=O)c2ccc(-c3cccc(Cl)c3Cl)o2)C1 (stereo not given)	2%	?	48	·	-14%	-8%
COC(=O)Cc1csc(Nc2ccc(Cl)cc2)n1	-6%	-10%	-21	0%	-13%	-10%
CC12Cc3cn[nH]c3C=C1CCC1C2CCC2(C)C1CCC2(C)O (stereo not given)	-3%	-7%	-2	·	·	·
CCn1ccnc1C(O)c1cccc(OC)c1 (stereo not given)	0%	-8%	10	-13%	?	-2%
COc1ccc(C)cc1NC(=O)c1ccc2c(Cl)c3c(nc2c1)CCC3	·	·	-29	·	13%	8%
COc1ccc(S(=O)(=O)N2CCN(C(=O)c3cc(C)nc4ccccc34)CC2)cc1OC	-3%	0%	-1	·	·	·
COc1ccccc1NC(=O)N(Cc1cc2cc(OC)c(OC)cc2[nH]c1=O)CC1CCCO1 (stereo not given)	-5%	-15%&-22%	2	8%	?	-24%
CCc1ccc2nc(N=C(N)N)nc(C)c2c1	6%	5µM*	-87*	-5%	4%	-3%
CCn1c(SCc2ccc(OC)c(F)c2)nc2ccccc2c1=O	7%	-24%	-17	2%	-1%	-9%
Cc1cccc(NC(=O)CSCC(=O)N2CCN(Cc3ccc4c(c3)OCO4)CC2)c1	104%[activator]	-1%	-27	·	5%	-2%
CCC(=O)NNc1ccc(Br)cc1	57%[activator]	4%	-38	0%	-3%	-14%
O=C(Nc1ccc(F)cc1)Nc1ccc2c(c1)CCC2	-5%	0%	72	·	-4%	1%
Cc1ccc(O)c(C(=O)c2cnn(C(=O)Cc3csc(C)n3)c2)c1	41%[activator]	-4%	?	18%	?	-15%
Fc1ccc(-c2csc3ncnc(Cl)c23)cc1	-1%	10%	?	-2%	-19%	-14%
COc1ccc(NC(=O)CN(c2ccccc2F)S(=O)(=O)c2ccc(C)cc2)cc1	-3%	?	-34	18%	-12%	-5%
CC(C)CNC(=O)c1cc2nc(C3CC3)cc(C(F)(F)F)n2n1	-1%	7.9µM*	-19	·	·	·
CC(=O)c1ccc(S(=O)(=O)NCc2ccc(C(=O)NCC(c3ccccc3)N(C)C)cc2)cc1 (stereo not given)	-3%	?	82	8%	-2%	14µM*
COc1ccc(C)cc1N(C(=O)COc1cccc(F)c1)c1nc2ccccc2s1	-5%	-2%	25	-6%	-7%	-5%
COCCCn1c(SCC(=O)O)nc2cc(OC)c(OC)cc2c1=N	-3%	?	2	-14%	0%	0%
CCCc1ccc(OCc2ccc(C(=O)O)o2)c(OC)c1	-5%	11%	33	-3%	0%	-3%
CCCn1c(=O)c(C(=O)Nc2nnc(CC)s2)c(O)c2ccccc21	·	·	·	3%	-10%	0%
COc1ccc(C(C)=O)cc1CSc1nc2ccccc2c(=O)n1-c1ccccc1C	-12%	?	-27	-5%	-15%	-20%
C/C(=N\O)C1/C(=N/O)CC2C1C2(C)C (stereo not given)	23%	-7%	-3	-1%	?	0%
Nc1ccc(O)c(-c2nc3ccccc3s2)c1	21%	13%	97	?	-15%	-12%
Cc1cc(Cl)ccc1OCCCC(=O)NNC(=O)c1ccncc1	117%[activator]	1%	-35	·	-2%	1%

# Molecules from the list above with a tert-butyl group, in the order listed:
Compound	AMA1 RON2 block	HCV inh	HCMV antiviral	Giardia FBPA inh	AmpC detergent	Sm TGR inh
CC(C)(C)c1cc(CCC(=O)N2CCNCC2)c(C(C)(C)C)cc1O	-5%	?	-2	8%	1%	-30%
CSc1nc(NC(C)(C)C)nc(N2CCOCC2)n1	3%	?	37	1%	-11%	2%
CCOC(=O)c1cc2c(c(CCO)n1)[C@@H](CCO)N(S(=O)C(C)(C)C)C2 (stereo not given in full)	4%	7%	18	·	·	·

# Next section:
Compound	AMA1 RON2 block	HCV inh	HCMV antiviral	Giardia FBPA inh	AmpC detergent	Sm TGR inh
O=C(NCc1cccnc1)Nc1ccc(Br)cc1	-1%	12%	16	26%	?	-1%
CCN(CC)CCCNc1nc(CN2CCOCC2)nc2sc3c(c12)CCC3	22%	?	9	3%	5%	-17%
COc1ccccc1CCNC(=O)c1nc(-c2cccs2)no1	-21%	5%	19	-20%	-11%	11%
Clc1ccc(-n2ncc3c(NCc4ccccn4)ncnc32)cc1	-5%	?	65	17%	0%	0%
COc1cccc(CNc2ccc3c(c2)ncn3C(C)C)c1OC	-10%	-19%	1	?	-9%	-6%
O=C(Nc1ccnn1C1CCN(Cc2ccc(F)cc2)CC1)C1CC1	6%	4%	?	6%	3%	7%
O=[N+]([O-])c1cc(Br)ccc1C[n+]1ccccc1	15%	0%	-6	·	·	·
O=C(NC1CCCCCCC1)C1CCCN(S(=O)(=O)c2cnc[nH]2)C1 (stereo not given)	0%	-7%	-26	-3%	-15%	6%
CC(C)NC(=O)c1ccccc1NC(=O)Cc1ccc(Br)cc1	-5%	19%	-26	-7%	?	9%
CC(=O)c1ccc(N2CCN(S(=O)(=O)c3ccc4[nH]c5c(c4c3)CCCCC5)CC2)cc1	·	·	-5	·	1%	1%
CN(C)CC/C=C1\c2cc(Cl)ccc2Sc2cc(F)c(F)cc21	-15%	11µM*	?	·	·	·
CC(C)(C)NC(=O)Cn1nnc(-c2ccccc2Cl)n1	7%	12%	79	6%	-1%	-3%
Cc1ccccc1NS(=O)(=O)c1ccc(NC(=O)c2ccco2)cc1	0%	-10%	11	12%	1%	2%
COc1cccc(CNC(=O)CSc2ccc(-c3ccccn3)nn2)c1	?	-1%	-32	-22%	3%	-9%
O=C(O)COc1ccc(/C=N/NC(=O)c2cn(-c3ccccc3)nc2-c2ccccc2)cc1	10%	21%	8	-1%	-5%	96%[activator]
COc1ccc(Cl)cc1C(=O)NNC(=O)CSc1nncn1C	14%	11%	-91*	·	·	·
FC(F)(F)c1ccccc1NC(=S)Nn1cnnc1	25%	13%	21	·	3%	0%
COCCn1c(SCC(=O)c2ccc(OC)cc2)nc2cc(C(=O)NC3CCCC3)ccc2c1=O	·	·	-1	·	3%	7%
COc1cccc(-c2nc(S(=O)(=O)c3ccccc3)c(N3CCCCC3)o2)c1	·	·	-2	·	11%	2%
O=C(Nc1ccccc1C(=O)N1CCNCC1)c1ccco1	·	11%	·	5%	-10%	7%
CC(=O)Nc1ccc(S(=O)(=O)N(C)CC(=O)OCC(=O)NCc2ccco2)cc1	0%	-4%	-23	·	-20%	5%
O=C(CSc1nnc(-c2ccc(Br)cc2)o1)Nc1cccc(C(=O)O)c1	-7%	1%	-22	·	2%	-16%
O=C(CCNc1cccc(F)c1)c1cccc([N+](=O)[O-])c1	-9%	-8%	77	-1%	3%	0.28µM*
COc1ccc(OC)c(S(=O)(=O)NCC2CCCO2)c1 (stereo not given)	5%	-4%	-5	13%	-1%	2%
Nc1ccc(S(=O)(=O)Nc2ccccn2)cc1	7%	-2%[8.37 µM]	31	-9%	?	-11%
O=C1Cc2cc(S(=O)(=O)N3CCN(c4ccccc4)CC3)ccc2N1	19%	-27%	36&-5	8%	6%&3%	3%&2%
O=C(NCCc1ccccc1)c1cc(-c2cccc(Cl)c2)on1	·	·	-4	·	25%	8%
Cc1noc(C)c1COc1cccc(C(=O)N2CCc3ccccc32)c1	-4%	?	-10	-3%	-8%	8%
COc1cc(CNC(C)C)c(Br)cc1OC1CCCC1	11%	?	-16	-2%	2%	·

# Screening results from PubChem.
